FUS suppressor – rescues growth of FUS-expressing yeast; S. cerevisiae FUS-expressing, growth rescue, OD600, 24 h; Potency, µM (doses to about 76.6 µM), without a hit: at the top dose growth rescue (activation), hits mostly activators; hit rate 0.24% among 390,000;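 note: plate controls were DMSO vehicle for no effect and reference control for full effect; nearly all actives have a fitted effect of over 55% in size; some results filed as inactive show a strong effect at the top dose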
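Compound concentration series was pinned onto galactose-induced FUS-expressing yeast seeded at OD 0.005. Plates sat 24hr at 30C; absorbance at 600 nm gave growth. DMSO served as background control.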
EPAC1 ag – agonists of human EPAC1. O95398. EPAC1 agonist qHTS, biochemical assay; response scale: 100% = response to 6.5 mM cAMP. Potency, µM (titrated, usually from 154 µM), for inactives: at the highest dose activation, usual class: activators. hit rate 0.073% among 360,000. AID 720707; note: nearly all actives have a fitted effect of over 60% in size
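Multi-concentration qHTS readout: loss of Rap1B-bound BODIPY-GDP fluorescence driven by 100 nM EPAC1 with excess GDP (50 uM), monitored kinetically at room temperature; agonist response expressed relative to 6.5 mM cAMP.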
aSyn rescue – alpha-synuclein toxicity inhibition in yeast; Potency, µM (series often up to 46.1 µM), inactives show at the highest dose growth rescue (activation), usual class: activators; hit rate 0.14% among 370,000; Yeast expressing alpha-synuclein, growth rescue, BacTiter-Glo, 24 h; AID 652106; note: % of control where 0% means no effect; nearly all actives have a fitted effect of over 65% in size
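Rescue of yeast growth: cells expressing toxic alpha-synuclein, induced in galactose at OD600 0.02, incubated with compound 24 h at 30 C. ATP luminescence quantified growth; inhibitors of toxicity appear as activators.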
EPAC2 antagonist – antagonists of human EPAC2. Q8WZA2. EPAC2 GEF exchange of Rap1B-BODIPY-GDP, fluorescence. Potency, µM (doses to about 114 µM), for inactives: at the highest dose activity, negative = inhibition, most hits filed as inhibitors. hit rate 0.18% among 360,000. AID 720708; note: % is set by controls: 0 for no effect and ±100 for the full control effect; nearly all actives have a fitted effect of over 45% in size; many of its hits are not listed in these tables
TDP-43 yeast inh – inhibitors of TDP-43 toxicity in yeast; hit rate 1.8% among 410,000; TDP-43 expressing yeast growth rescue, BacTiter-Glo, 24 h; Potency, µM (series often up to 46.1 µM), inactives show top-dose growth rescue (activation), actives largely listed as activators; note: % of control where 0% means no effect; nearly all actives have a fitted effect of over 50% in size
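Cell-based yeast growth screen: TDP-43 expression induced in galactose, inoculum OD600=0.02 after raffinose pregrowth to mid-log. Read-out BacTiter-Glo luminescence at 24 hr, 30 deg C; inhibition of toxicity seen as signal increase.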
PTHR1 ag – agonists of human PTHR1 parathyroid hormone receptor | hit rate 0.075% among 410,000 | Potency, µM (titrated, usually from 115 µM), inactives show at the highest dose activation, actives largely listed as activators | HEK293 GP2 PTHR1 cells, GloSensor cAMP luminescence, 1 h | AID 743266; note: nearly all actives have a fitted effect of over 55% in size; some results filed as inactive show a strong effect at the top dose; inactives centre near -15; many of its hits are not listed in these tables
Target sequence (Q03431 whole entry, looked up): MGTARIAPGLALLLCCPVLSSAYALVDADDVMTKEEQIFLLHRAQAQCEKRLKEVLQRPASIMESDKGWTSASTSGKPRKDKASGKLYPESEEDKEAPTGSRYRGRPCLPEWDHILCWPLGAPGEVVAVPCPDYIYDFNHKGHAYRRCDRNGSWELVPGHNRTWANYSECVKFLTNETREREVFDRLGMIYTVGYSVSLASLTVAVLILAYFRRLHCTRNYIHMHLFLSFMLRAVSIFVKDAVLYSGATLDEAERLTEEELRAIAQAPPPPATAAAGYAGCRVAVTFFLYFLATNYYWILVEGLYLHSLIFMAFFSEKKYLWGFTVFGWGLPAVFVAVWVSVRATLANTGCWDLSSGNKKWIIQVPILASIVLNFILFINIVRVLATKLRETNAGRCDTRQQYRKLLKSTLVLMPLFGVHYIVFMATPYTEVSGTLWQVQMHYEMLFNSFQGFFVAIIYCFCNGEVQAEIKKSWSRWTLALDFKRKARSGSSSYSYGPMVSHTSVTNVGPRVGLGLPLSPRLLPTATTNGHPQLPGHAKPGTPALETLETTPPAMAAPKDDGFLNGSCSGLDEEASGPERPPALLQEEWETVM
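HEK-293-derived GP2 cells expressing PTHR1 and a GloSensor cAMP reporter, 3,000/well, plated overnight, given luciferin plus IBMX (each 0.5 mM as added) for 1 h at 37 °C, then compound for 1 h at 37 °C. Luminescence was read after 15 min at room temperature.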
EPAC1 antag – antagonists of human EPAC1; EPAC1 GEF assay, Rap1b-BODIPY-GDP exchange fluorescence; Potency, µM (highest dose often 115 µM), inactives show at the top dose activity change, negative = inhibition, hits mostly inhibitors; hit rate 0.14% among 360,000;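 note: plate controls were vehicle for no effect and positive control for full effect; nearly all actives have a fitted effect of over 50% in size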
EPAC2 ag – EPAC2 (human) agonism. Q8WZA2. EPAC2 activation, biochemical qHTS; response scale: 100% = 6.5 mM cAMP response. Potency, µM (doses to about 154 µM), for inactives: at the highest dose activation, usual class: activators. hit rate 0.079% among 360,000. AID 720711; note: nearly all actives have a fitted effect of over 50% in size
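Nucleotide exchange monitored as fluorescence drop when BODIPY-GDP leaves Rap1B. Reaction: 100 nM EPAC2, 250 nM RAP1B-BODIPY-GDP, 50 uM GDP, room temperature, kinetic read over 30 min. Activity expressed relative to 6.5 mM cAMP.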
An asterisk follows results filed as active; i = inactive; ? = inconclusive; . = not tested or not shown; [ ] = another dose, or the depositor's remark. Calls come from the whole dose curve; as a rule, active = well fitted curve in the direction sought with a large enough effect; inconclusive = small, poorly fitted or top-dose-only effect, or another doubt; inactive = no such curve, though single readings can be large; an effect the other way counts as inactive or inconclusive. Potency is the fitted concentration of half-maximal effect.

SMILES	FUS suppressor	EPAC1 ag	aSyn rescue	EPAC2 antagonist	TDP-43 yeast inh	PTHR1 ag	EPAC1 antag	EPAC2 ag
C=CCN1C(=O)c2ccc(C(=O)N(CCOC)c3c(N)n(CCCC)c(=O)[nH]c3=O)cc2C1=O	12%	-19%	-1%	0%	-8%	i	-1%	6%
CC1CN(Cc2cc(=O)n3ccsc3n2)CC(C)O1 (centres undefined)	11%	0%	-6%	4%	2%	-32%[inhibitor]	-17%	-1%
N#Cc1ccc2[nH]c(CO)c(-c3ccccc3)c2c1	-5%	8%	5%	-13%	14%	i	-9%	9%
CCn1c(=O)c(C(=O)CN2c3ccccc3CC2C)c(N)n(Cc2ccccc2)c1=O (centres undefined)	?	19%	3%	-6%	13%	i	-6%	7%
Cc1ccnc2nc(C(=O)Nc3ccc(N4CCOCC4)cc3)nn12	2%	3%	0%	17%	3%	i	2%	-7%
O=S(=O)(NCCc1csc(-c2cccnc2)n1)c1cccc(F)c1	7%	-6%	-12%	15%	0%	-1%	15%	-3%
O=C(CCn1cnnn1)Nc1ccc(Cl)c(Cl)c1	15%	-3%	2%	4%	12%	-1%	3%	10%
CSc1nc(-c2ccccc2)nn1C(=O)c1ccc(C)cc1	7%	-1%	9%	4%	4%	-21%[57.5 µM]	-6%	2%
COc1ccc(-c2cc(C(=O)OCC(=O)N3CCOCC3)c3ccccc3n2)cc1	37%	8%	11%	-23%	22%	-16%	-30%	13%
COc1ccccc1CNC(=O)C(CC(C)C)NC(=O)C1CCC(C)CC1 (centres undefined)	-2%	-2%	-4%	13%	1%	-10%	4%	-6%
CCOC(=O)CC/C(C)=N\N=C1\SC(CC(=O)O)C(=O)N1c1ccccc1 (centres undefined)	12%	6%	-6%	5%	3%	-6%	-5%	-4%
C=CCN1C(=O)C(Cc2ccc(OCC)cc2)SC1=Nc1ccc(C(=O)O)cc1 (centres undefined)	-1%	-18%	?	2%	?	i	-2%	2%
COc1cccc(C(=O)CN(C(=O)c2ccc(Cl)c(Cl)c2)N2C(=O)c3ccccc3C2=O)c1	62%	9%	10%	7%	-29%	i	-1%	7%
O=C(CSc1nc2ccccc2s1)Nc1cc(C(=O)O)cc(C(=O)O)c1	-26%	12%	-3%	16%	1%	-17%	12%	9%
CC1CC(C)CN(C(=O)COC(=O)Cc2c[nH]c3ccccc23)C1 (centres undefined)	11%	-4%	1%	-8%	15%	i	5%	4%

Some values from above:
C=CCN1C(=O)C(Cc2ccc(OCC)cc2)SC1=Nc1ccc(C(=O)O)cc1 (centres undefined) in EPAC1 antag: -2%
CC1CC(C)CN(C(=O)COC(=O)Cc2c[nH]c3ccccc23)C1 (centres undefined) in FUS suppressor: 11%

(listing goes on)
SMILES	FUS suppressor	EPAC1 ag	aSyn rescue	EPAC2 antagonist	TDP-43 yeast inh	PTHR1 ag	EPAC1 antag	EPAC2 ag
CCOC(=O)C1(Cc2ccccc2)CCCN(C(=O)c2cn[nH]c2)C1 (centres undefined)	5%	-7%	?	1%	5%	i	2%	1%
C[C@@H]1CN([C@@H](C)CO)C(=O)CCCn2cc(nn2)CO[C@H]1CN(C)S(=O)(=O)c1ccccc1F	-7%	-13%	3%	7%	18%	-17%	-12%	7%
CCN(CC)CCCNC(=O)C1c2ccccc2C(=O)N(CCOC)C1c1ccc(F)cc1 (centres undefined)	4%	-8%	4%	5%	9%	-30%[inhibitor]	0%	4%
O=c1c2c(n3cnnc3n1-c1ccccc1)-c1ccccc1CC21CCCC1	-13%	14%	7%	-20%	-3%	i	-8%	-7%
CO/N=C/NC(=O)C1=NOC(CNc2ncc(C(F)(F)F)cc2Cl)C1 (centres undefined)	4%	3%	5%	1%	?	-6%[57.5 µM]	-2%	-8%
COC(=O)c1cccc(NC(=O)CSc2nc(=O)cc(N)n2-c2ccccc2)c1	45%	3%	0%	5%[57.1 µM]	-6%	i	-1%	8%
Cc1ccc(NC(=O)CN(C)C2CCCCC2)cc1Cl	-5%	-6%	-1%	-4%	-6%	i	-2%	11%
c1ccc(-c2ccc(CN3C[C@@H]4C(c5ccccc5)C5(c6cccnc6)CC4(C5)[C@H]3c3ccccc3)cc2)cc1 (some centres undefined)	29%	13%	-23%	9%	15%	-9%	-15%	3%
COc1cc(S(=O)(=O)N2CCC(O)(c3cccc(C(F)(F)F)c3)CC2)ccc1-n1cnnn1	25%	-13%	5%	5%	-1%	-1%[57.5 µM]	-4%	-6%
CCO/N=C/C(=O)Nc1ccc(F)cc1F	-9%	13%	0%	-1%	8%	i	-5%	8%
COc1ccc(-c2cn(CCC(=O)O)c(-c3ccc(Cl)nc3)n2)cc1	-6%	1%	2%	6%	5%	-11%	8%	5%
CCOCCN(C(=O)c1ccccc1Cl)c1ccccc1	3%	4%	-4%	6%	8%	i	-3%	19%
O=C(NCCC1=CCCCC1)C(=O)NCc1ccccc1Cl	7%	6%	-3%	-3%	-9%	-20%[57.5 µM]	-8%	-6%
CC(C)CNS(=O)(=O)c1ccc(CCC(=O)NC2CCCC2)cc1	-47%[inhibitor]	-11%	-5%	5%	-19%	25%	-1%	5%
CC(=O)Nc1ccc(S(=O)(=O)Nc2nc3ccccc3nc2Cl)cc1	-25%	1%	9%	?	9%	-2%	-2%	-9%
NC(=S)N=Nc1c(O)[nH]c2c(Cl)cc(Cl)cc12	9%	8%	6%	7%	14%	i	-3%	3%
COCCn1nnnc1C(c1ccccn1)N1CCN(c2cccc(C)c2C)CC1 (centres undefined)	19%	-4%	9%	-1%	21%	0%[57.5 µM]	4%	4%
COc1cccc(NC(=O)C2(C)CCCN2C(=O)C(C)C)c1 (centres undefined)	-5%	-12%	-5%	12%	-13%	16%	-8%	-1%
Cc1ccc(NC(=O)CN2CCSc3ccc(S(=O)(=O)N4CCCC4)cc32)cc1C	?	.	-5%	.	13%	-18%	.	.
CC(=O)N(CCc1ccccc1)c1ccc2c(c1)C1CC2CCN1C(=O)OCc1ccccc1 (centres undefined)	?	-11%	22%	-10%	1%	-91%[inhibitor]	-15%	21%
C=CCN(CC=C)C(=O)c1c(OC)cccc1OC	-17%	-1%	-10%	7%	-6%	-18%	-3%	-10%
CCCNC(=O)C1CC(c2cccc(F)c2)=NO1 (centres undefined)	-11%	-6%	7%	3%	4%	-1%	10%	4%
O=C(Cc1ccc(F)cc1)N1CCC(CC2CC(c3cccc(Br)c3)=NO2)(C(=O)NCC2CCCCC2)CC1 (centres undefined)	?	-2%	-2%	-9%	6%	6%	-14%	3%
O=C(O)C1(P(=O)(c2ccccc2)c2ccccc2)CCCC1	-8%	9%	4%	-4%	22%	i	-5%	7%
COc1cc(C(=O)OCCc2c(C)nc3nc[nH]n3c2=O)cc(OC)c1OC	-5%	2%	0%	1%	4%	i	13%	8%
Cc1ccc(CCNC(=O)C2CC(c3cccc(F)c3)=NO2)cc1 (centres undefined)	-17%	11%	1%	10%	21%	-23%	9%	4%
O=C(O)c1ccc(/C=C/C(=O)c2ccc3c(c2)OCCCO3)cc1	-4%	-4%	6%	-8%	2%	-30%	-12%	0%
COc1cccc(-c2cc(=O)[nH][nH]2)c1	21%	-1%	-11%	5%	-20%	i	-8%	8%
Cc1cn(-c2cc(NC(=O)c3ccc(C)c(NC(=O)c4cccc(-c5cn[nH]c(=O)c5)c4)c3)cc(C(F)(F)F)c2)cn1	33%	-2%	0%	49%[activator]	7%	-21%	-21%	-3%
Nc1[nH][nH]c(=O)c1N=Nc1ccc2c(c1)OCO2	24%	-2%	-4%	11%	-20%	-14%	18%	-1%
CC(=O)CSc1cc(C)nc2c(-c3ccccc3)c(C)nn12	5%	5%	-1%	4%	-7%	-8%	15%	4%
Cc1ccc(C)c(S(=O)(=O)N2CCN(C(=O)c3ccc(N4CCCC4)c([N+](=O)[O-])c3)CC2)c1	19%	5%	1%	0%	?	i	-27%	6%
COc1ccccc1C1c2[nH]c3ccccc3c2CCN1Cc1cnc(C)s1 (centres undefined)	0%	-3%	-9%	5%	17%	i	5%	10%
Cc1ncoc1C(=O)N1CCc2c([nH]c3ccccc23)C1C1CCCCC1 (centres undefined)	10%	9%	12%	-13%	?	-22%	-16%	16%
Cc1c(C(=O)Nc2ccc3c(c2)OCCO3)sc2ncnc(N3CCCCC3C)c12 (centres undefined)	40%	-3%	5%	9%	16µM*	-44%[inhibitor]	8%	6%
O=C(CSc1nnc(CNC(=O)c2c(F)cccc2Cl)o1)c1ccccc1	23%	-1%	8%	-3%	10%	i	-8%	6%
Cc1cc[n+](-c2[nH]c(=O)sc2/C=N/NC([S-])=Nc2ccccc2)cc1C	31%	27%	-5%	10%	0%	i	23%	2%
CCN1CCCC1CNC(=O)c1cc2c(=O)n(C)c3ccccc3c2n1C (centres undefined)	2%	-8%	-6%	5%	11%	i	-8%	12%
CCCCOP(=O)(c1ccc(N(C)C)cc1)C(O)c1ccc(OC)c(OC)c1 (centres undefined)	21%	7%	3%	-8%	4%	-9%	-12%	7%
COc1ccccc1OCC(=O)OCC(=O)Nc1ncc(Cl)cc1Cl	3%	11%	-1%	1%	12%	i	-6%	8%
Cc1cc2nc(/C(C#N)=C\c3ccc(-c4ccccc4C(=O)O)o3)[nH]c2cc1C	36%	1%	0%	1%	-22%[1.82 µM]	-7%	5%	2%
O=C(/C=C/c1cccs1)N1CCc2ccccc21	.	-5%	-14%	-5%	11%	-26%	-4%	-3%
CCOC(=O)C1=C(C)N(c2ccc(C)cc2)C(=O)/C1=C\c1cccs1	-3%	8%	6%	-10%[57.1 µM]	7%	i	-3%	11%
CCOc1cc(NC(=S)NCCCN2CCOCC2)c(OCC)cc1NC(=O)c1cccs1	10%	4%	-9%	-5%	-25%	-3%	-3%	8%
Cc1nn(C2CCS(=O)(=O)C2)c(C)c1CN(C)C(=O)c1ccc(F)cc1 (centres undefined)	-3%	3%	0%	-2%	5%	-15%	12%	9%
Nc1cc(N)nc(SCC(=O)Nc2ccccc2N2CCOCC2)n1	23%	12%	-3%	-1%	1%	i	1%	5%

The list is partial. The share of hits here may be higher or lower than overall.
